V1R ag counter: V1a receptor agonism, counter-screen for OXTR agonists. P37288. CHO-V1R cells, Fluo-8 calcium fluorescence, agonist mode; 0% DMSO, 100% 3 nM vasopressin. activation, % at 3 µM. 320,000 compounds, 0.25% hits. AID 2797;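 active = activation above the mean activation of all tested compounds plus 3 SD, per screening run, cut at about 20% in these data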;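 also: signal is peak over basal fluorescence ratio across a 100 second FLIPR read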
Target sequence (P37288 whole entry, looked up): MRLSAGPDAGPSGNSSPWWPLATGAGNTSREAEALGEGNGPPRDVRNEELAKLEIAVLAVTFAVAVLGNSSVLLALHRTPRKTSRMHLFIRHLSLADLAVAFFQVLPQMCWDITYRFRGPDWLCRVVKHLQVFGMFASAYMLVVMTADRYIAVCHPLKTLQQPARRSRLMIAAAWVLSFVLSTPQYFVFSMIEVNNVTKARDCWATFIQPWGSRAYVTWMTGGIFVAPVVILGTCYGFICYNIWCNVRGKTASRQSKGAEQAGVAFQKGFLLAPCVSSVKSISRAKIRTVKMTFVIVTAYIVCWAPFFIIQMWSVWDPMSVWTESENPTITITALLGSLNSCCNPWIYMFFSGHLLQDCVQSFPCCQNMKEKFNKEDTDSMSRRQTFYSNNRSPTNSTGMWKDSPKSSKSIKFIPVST
CHO parental Ca: counter-screen: ATP calcium response change in parental CHO cells; inhibition, % at 5.6 µM; AID 463079; 330,000 compounds, 0.63% hits; parental CHO-K1, ATP-induced calcium, Fluo-8 fluorescence;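 active = inhibition above that plate's mean sample inhibition plus 3 SD, cut at about 26% in these data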;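 also: 0% = ATP-challenged DMSO wells and 100% = DMSO wells without ATP; some compounds past the cut are filed as inactive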
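Assay system – parental CHO cells · Reagent – ATP stimulus · Detection – intracellular calcium via Fluo-8 no-wash fluorescent dye · Evaluation – percent inhibition of ATP-evoked calcium rise, normalized to controls · Controls – ATP wells versus no-ATP DMSO wells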
OXTR potentiate: potentiators of human oxytocin receptor; CHO-OTR cells, Fluo-8 calcium fluorescence, potentiator mode; 0% = oxytocin EC15, 100% = EC100; activation, % at 3 µM; 320,000 compounds, 0.061% hits;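 active = activation above that plate's cutoff, the mean activation of tested compounds plus 3 SD, cut at about 6.6% in these data, passing the limit was not always enough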;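 also: 100% uses oxytocin at 75 nM as the full agonist control; some results filed as inactive read as strong as hits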
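Material: CHO-OTR cells, human receptor; compound dosing: single dose, 3.0 µM nominal final compound concentration; schedule: 6 min compound pre-incubation at room temperature, 100 s kinetic read; measured by: kinetic Fluo-8 calcium fluorescence; read-out basis: % activation vs EC15 and EC100 oxytocin; controls: EC15 oxytocin alone as 0%, 75 nM oxytocin as 100%; replicates: singlicate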
TAAR1 antagonist: antagonists of human TAAR1; inhibition, % at 3 µM; 360,000 compounds, 1.5% hits; CHO RD-HGA16 TAAR1, Fluo-8 calcium fluorescence, antagonist; Q96RJ0; AID 624466;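 active = inhibition above a per-plate cutoff, the mean inhibition of test compounds on that plate plus 3 SD, cut at about 49% in these data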;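 also: 0% = DMSO plus EC80 beta-PEA response and 100% = DMSO alone without agonist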
Target sequence (Q96RJ0 whole entry, looked up): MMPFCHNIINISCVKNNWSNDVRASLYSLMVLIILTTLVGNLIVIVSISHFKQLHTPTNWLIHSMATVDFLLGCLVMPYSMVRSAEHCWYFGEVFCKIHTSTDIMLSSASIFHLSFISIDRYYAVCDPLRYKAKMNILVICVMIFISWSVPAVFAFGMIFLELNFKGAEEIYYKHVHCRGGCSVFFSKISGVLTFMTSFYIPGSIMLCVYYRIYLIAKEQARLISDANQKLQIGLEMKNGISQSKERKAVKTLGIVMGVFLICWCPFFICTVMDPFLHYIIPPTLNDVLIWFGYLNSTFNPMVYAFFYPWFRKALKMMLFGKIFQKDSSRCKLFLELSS
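Assay system: RD-HGA16 CHO cells with stable hTAAR1 and Gα16 / Reagent: EC80 β-phenethylamine stimulus / Doses: 3 µM, single point / Timing: dye loading 75 min at 37 °C, then 30 min room temperature / Measured by: Fluo-8 intracellular calcium dye fluorescence, real-time kinetic reads / Controls: vehicle wells and EC80 agonist wells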
M1 ag parental: counter-screen for M1 agonists: effect in parental CHO-K1 cells. 360,000 compounds, 0.48% hits. activation, % at 3 µM. Fluo-8 calcium fluorescence; scaled to maximal ATP response, vehicle zero. AID 602248; in the data active = activation above about 15%;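 also: untransfected CHO-K1 host cells lacking M1 receptor as counterscreen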
CHO-K1 Ca PAM: counter-screen for M1 PAMs: effect in parental CHO-K1 cells; ATP EC20, Fluo-8 calcium fluorescence; 0% at ATP EC20, 100% at ATP max; 360,000 compounds, 0.02% hits; AID 602247; activation, % at 3 µM;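 active = activation above the run cutoff, the mean activation of all test compounds plus 3 SD, cut at about 40% in these data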;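 also: peak over basal fluorescence ratio in a 140 s read after ATP addition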
CHO-K1 Ca antag: counter-screen for M1 antagonists: effect in parental CHO-K1 cells; ATP-induced calcium, Fluo-8 fluorescence; inhibition, % at 3 µM; 360,000 compounds, 0.6% hits; AID 602250;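 active = inhibition above a per-plate cutoff, the plate's mean sample inhibition plus 3 SD, cut at about 24% in these data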;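 also: 0% = DMSO plus EC80 ATP and 100% = DMSO alone without ATP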
TAAR1 ag: agonists of human TAAR1. AID 624467. 360,000 compounds, 0.99% hits. activation, % at 3 µM. CHO RD-HGA16 TAAR1, Fluo-8 calcium fluorescence; vehicle wells 0%, saturating PEA agonist 100%;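 active = activation above the mean activation of all test compounds in the run plus 3 SD, cut at about 38% in these data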
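Test system: RD-HGA16 (CHO) cells co-expressing Gα16 and hTAAR1 | Doses: Single dose, 3 µM | Schedule: 17-24 h seeding, 75 min 37 °C dye, 30 min RT | Evaluation: % activation from peak over basal fluorescence ratio, DMSO-to-PEA scaled | Technique: Kinetic Fluo-8 calcium fluorescence | Benchmarks: Low control DMSO, high control PEA (EC100)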
CHRM1 agonist: activates human CHRM1 receptor. P11229. CHO-K1 hM1, Fluo-8 calcium fluorescence, agonist mode; 0% DMSO, 100% acetylcholine EC100. activation, % at 3 µM. 360,000 compounds, 0.33% hits. AID 588814;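 active = activation above the run's mean compound activation plus 3 SD, cut at about 16% in these data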;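 also: peak over basal fluorescence ratio within a 140 s kinetic read after compound addition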
The depositor's hits bear a star; . = no result given.

SMILES	V1R ag counter	CHO parental Ca	OXTR potentiate	TAAR1 antagonist	M1 ag parental	CHO-K1 Ca PAM	CHO-K1 Ca antag	TAAR1 ag	CHRM1 agonist
CCN(Cc1cc(=O)n2ccsc2n1)Cc1nc2ccccc2c(=O)[nH]1	0.9	-24	-6	-6	0.9	16	-10	2	-9
C/C(CC(=O)Nc1ccc2c(c1)OCCO2)=N\NC(=O)Cc1ccc(Cl)cc1	-0.8	-24	-11	3	0.7	18	-7	1	-5
O=C(Nn1c(SCc2ccc(F)cc2)nc2ccsc2c1=O)c1ccccc1	3.3	-7	-4	19	1.4	22	-7	-1	-6
COc1cccc(NC(=O)c2oc3ccccc3c2NC(=O)C2CC2)c1	-1.2	-24	4	14	0.8	-9	-16	17	-5
O=C(O)CCCC(=O)Nc1cccc2cccnc12	0.8	-16	-11	-2	0.3	-1	-1	13	-2
Cc1ccccc1C(=O)NC(=S)Nc1ccc(S(=O)(=O)N2CCN(C)CC2)cc1	-0.1	-15	-13	-8	0.9	22	-13	9	-5
COC(C[C@H](O)CC(=O)COCc1ccccc1)OC	.	.	.	1	0.3	19	-9	1	-1
O=C(CSC(=S)N1CCOCC1)Nc1nc(-c2ccccc2)c(-c2ccccc2)o1	0.4	-11	-12	15	0.0	19	0	7	-5
CCCCCCn1c(SCCN2CCOCC2)nc2c1c(=O)[nH]c(=O)n2C	-0.3	17	-6	-4	0.7	20	-9	3	-5
Cc1cc(C)c(S(=O)(=O)N2CCN(C(=O)N3CCOCC3)CC2)c(C)c1	1.1	-16	-3	-7	8.9	11	-3	4	-2
CC(C)(C)NC(=O)CCCSc1nc2ccccc2s1	5.3	-10	-7	-19	5.3	10	-1	2	-3
Cc1cccc(CN2C(=O)/C(=C\c3ccc(C(=O)NCCN4CCOCC4)cc3)Sc3ccccc32)c1	8.3	-13	-14	.	6.8	17	-1	.	1
Cn1c(=O)c2cccnc2c(=O)n1C	.	.	.	-10	-0.1	-2	-1	1	-1
CCc1ccccc1Oc1nc(NCCOC)nc2cc(-c3ccccc3)sc12	.	.	.	-5	-0.4	-2	-7	0	-3
COc1ccc(NC(=O)Nc2cnccn2)c(OC)c1	-0.9	-2	0	-1	-0.4	-6	2	-2	-5
CNC(=S)Nc1ccc(C)c(NC(=S)NC)c1	-0.3	-5	-1	-7	0.3	14	-11	6	-4
CCC(=O)Nc1ccc(C(=O)COC(=O)CCN2C(=O)C3CC=CCC3C2=O)cc1 (configuration not stated)	-0.4	-8	-10	3	0.4	-8	3	2	-1
CN(C)C(CNC(=O)c1cnc(Cl)c(Cl)c1)c1ccccc1 (configuration not stated)	1.8	-13	-10	-10	2.3	31	-16	8	-10
CC(NC(=O)COC(=O)COc1cccc2c1OC(C)(C)C2)c1ccccc1 (configuration not stated)	3.5	-6	6	-13	0.9	11	-3	0	-2
C/C(=N/Nc1nc(C)c(C)s1)c1cccc([N+](=O)[O-])c1	-0.2	-19	0	3	0.1	-2	-6	2	-4
C=CCOC(=O)C1=C(C)N=C2SCCC(=O)N2C1c1cccs1 (configuration not stated)	-1.5	-28	1	-11	0.0	16	-11	14	-7
Cc1nc2c(-c3ccccc3)c(C)nn2c(C)c1CCC(=O)O	0.4	-1	-6	-6	0.0	-7	15	-1	-3
O=C(O)C1CCCCN1S(=O)(=O)c1ccc2ccccc2c1 (configuration not stated)	3.5	-4	-4	7	0.2	5	-4	6	-3
CC(C)(C)C(=O)O/N=C1\CCS(=O)(=O)c2sccc21	0.5	12	1	4	0.5	13	-9	13	-4
COC(=O)[C@@]12CCCN1[C@H](c1ccc(-c3ccc4c(c3)OCO4)cc1)[C@H]1C(=O)N(C)C(=O)[C@H]12	0.7	-11	6	5	0.1	8	-18	5	-5
SMILES	V1R ag counter	CHO parental Ca	OXTR potentiate	TAAR1 antagonist	M1 ag parental	CHO-K1 Ca PAM	CHO-K1 Ca antag	TAAR1 ag	CHRM1 agonist
c1ccc(COCCCn2cc(-c3ccccc3)nn2)cc1	3.9	-14	0	7	-0.4	12	-7	11	-4
Cc1noc(C)c1S(=O)(=O)N1CCC(C(=O)N2CCC(C)CC2)CC1	0.2	-4	-13	13	0.6	12	-5	10	-2
CCOC(=O)C1(Cc2cccc(Cl)c2)CCCN(C(=O)CCSC)C1 (configuration not stated)	0.5	-20	-5	7	1.9	19	-11	3	-3
Cc1cccc(OCCSc2nnc(-c3ccoc3C)n2C)c1	-0.8	-13	-2	4	0.2	16	-3	13	-6
CCOC(=O)C1CCN(C(=O)c2ccc(N3CCOCC3)c([N+](=O)[O-])c2)CC1	0.9	-9	-4	1	0.1	-11	5	5	-8
c1ccc(OCc2nc3ccccc3s2)cc1	-1.1	-8	0	7	0.6	18	-12	12	1
COc1ccc(CCNC(=O)c2ccc(N(C)S(=O)(=O)c3ccc(C)cc3)cc2)cc1OC	0.5	-15	-4	22	8.5	-3	-25	15	-1
O=C(Nc1ccc(F)cc1)Nc1cccc(Br)c1	11	76*	-18	22	13	-10	20	6	2
CCOC(=O)c1[nH]c(C)c(C(=O)OCC(=O)NCc2ccc(Cl)cc2)c1C	-0.4	-10	-9	-10	0.6	11	-15	3	-3
CCn1nnc(NC(=O)c2cccc(-c3cc4ccccc4oc3=O)c2)n1	-0.7	-25	-3	5	-0.8	14	-4	-1	-7
COCCNC(=O)C(=O)Nc1ccc(Cl)cc1C	-0.6	-18	3	-3	0.4	18	-7	0	-3
COC(=O)c1cc(C(=O)c2cc(F)ccc2O)cn2c(=O)c3c(C)c(C)sc3nc12	0.6	-17	0	1	0.8	13	-8	2	-2
O=C(CN1CCN(c2cccc(C(F)(F)F)c2)CC1)N(C1CCCC1)C1CCS(=O)(=O)C1 (configuration not stated)	-0.5	-15	-2	-19	0.3	11	-14	1	-3
CC(c1ccco1)N(C(=O)c1cccs1)c1ccccn1 (configuration not stated)	0.1	-6	-9	-8	0.3	9	-4	7	-4
Cc1cccc(C)c1NC(=S)Nc1ccc(Cl)c(Cl)c1	10	11	-10	16	8.2	-4	6	9	-8
O=C(NCCCN1CCOCC1)C1(c2ccccc2)CCCC1	0.1	-10	-8	4	0.3	24	-10	-3	-5
COCCCn1cc(CN2CC(N3CCN(C4CCN(C)CC4)CC3)CS2(=O)=O)nn1 (configuration not stated)	.	.	.	-20	0.4	17	-28	3	.
COc1ccc(C2C(CC(=O)O)=C(Nc3ccccc3)C(=O)N2c2ccccc2)cc1 (configuration not stated)	1.0	-14	0	9	0.1	18	-6	9	-7
COc1ccc(N2CCN(C(=O)c3ccc4[nH]c(C)c(C)c4c3)CC2)cc1	6.8	-19	-11	-26	0.9	8	11	25	-1
CCOc1ccc(NC(=O)c2ccco2)cc1	0.1	-5	-3	10	0.1	-6	-18	-2	-6
O=C(CC(=O)c1ccccc1)CC(O)(C=Cc1ccccc1)c1ccccc1 (configuration not stated)	.	.	.	51*	1.5	0	1	7	-4
Cc1ccc(-n2c(C)c([N+](=O)[O-])c3ccc(O)cc32)cc1	-0.7	23	0	9	.	.	.	26	.
O=C(CSc1ncn[nH]1)Nc1ccc(OCc2ccccc2)cc1	3.1	-7	-18	14	0.1	-17	5	12	0
Cc1occc1-c1nnc(SCC(=O)c2ccc(F)cc2)o1	-1.1	-23	-2	-5	0.5	3	2	15	-6
CCn1nnc(NC(=O)c2ccc(Br)o2)n1	-0.4	-12	-9	-21	0.0	9	-10	1	-3
SMILES	V1R ag counter	CHO parental Ca	OXTR potentiate	TAAR1 antagonist	M1 ag parental	CHO-K1 Ca PAM	CHO-K1 Ca antag	TAAR1 ag	CHRM1 agonist
CCN1CCN(CCNC(=O)CCc2c(C)c3c(C)nn(-c4ccccc4)c3n(C)c2=O)CC1	0.7	-18	-4	.	-0.7	22	-3	.	-5
CCc1nc2ccc(C(=O)Nc3cc(-c4ccccc4)ccc3OC)cn2c1N(CC)CCN(C)C	.	.	.	-3	1.3	1	-6	0	-4
COc1ccc(-c2cc(C(=O)Nc3ccc(C(N)=O)cc3)c3ccccc3n2)cc1	4.4	-2	-6	45	9.3	9	6	8	-4
CC(=O)c1cccc(S(=O)(=O)NC2CCSc3ccccc32)c1 (configuration not stated)	0.5	-21	-11	-11	1.0	-9	1	1	-2
C/C(=N\NC(=O)Cc1ccccc1[N+](=O)[O-])c1cccnc1	5.0	-3	-16	-26	1.3	-3	-2	2	-3
CC(C)CN1CCC(=O)N([C@H](CSc2ccccc2)Cc2ccccc2)CC1	-2.0	-30	-3	53*	3.5	14	-17	10	-7
N#Cc1ccc(-c2ccc(F)cc2)nc1Sc1ccccc1	-0.2	-15	-8	7	0.4	5	2	11	-2
CCOc1cc(/C=N/NC(=O)c2ccccc2OCc2ccc(F)cc2)ccc1O	-0.6	-41	-5	47	2.3	17	-12	11	-3
CCC(O)C1CCN(C(=O)c2cc(COc3ccc(F)cc3F)on2)CC1 (configuration not stated)	3.4	-4	-12	3	3.6	7	-13	1	0
CCC(=O)N1CCn2c1nc1ccccc12	0.3	5	-7	10	-0.5	-1	-20	3	-5
CC(=O)c1cc(F)c(N2CCN(CCC#N)CC2)cc1C	1.6	6	-25	-10	0.4	1	-2	4	-1
O=C(COC(=O)CCC(=O)c1ccc(F)cc1)NCc1ccccc1Cl	-0.5	-10	-4	-17	-0.2	15	-10	0	-3
CCCCOCCCNC(=O)C1CCCCC1	0.0	-5	-1	-13	0.7	11	-5	15	-4
COc1ccc(S(=O)(=O)N2CCOCC2)cc1NC(=O)C1CC1	2.6	8	-2	-15	1.2	-2	-7	0	-1
COc1cc(C(=O)Nc2cccc(C)n2)ccc1OCC(=O)N1CCOCC1	0.8	4	4	0	0.4	3	-12	11	1
CCN1CCN(C2=NC(=O)/C(=C/c3ccc(C)o3)S2)CC1	0.1	-2	-7	9	0.1	1	-22	13	-7
O=C(COC(=O)c1n[nH]c2ccccc12)NCCc1ccc(Cl)cc1	7.1	-18	-8	27	11	3	-15	10	1
OC(COCc1ccc2c(c1)OCO2)CN1CCN(Cc2ccccc2)CC1 (configuration not stated)	0.1	-13	-6	0	0.6	8	-4	0	-3

An excerpt from above in order of their number in TAAR1 antagonist, descending:
| molecule | TAAR1 antagonist |
| --- | --- |
| Cc1cccc(OCCSc2nnc(-c3ccoc3C)n2C)c1 | 4 |
| CC(NC(=O)COC(=O)COc1cccc2c1OC(C)(C)C2)c1ccccc1 (configuration not stated) | -13 |
| CC(C)(C)NC(=O)CCCSc1nc2ccccc2s1 | -19 |

From PubChem
